# Screening results deposited in PubChem BioAssay by National Center for Advancing Translational Sciences (NCATS).
# 15-hLO-2 inh = qHTS Assay for Inhibitors of 15-hLO-2 (15-human lipoxygenase 2); 0.56% of 110,000 active; Polyunsaturated fatty acid lipoxygenase ALOX15B (Homo sapiens), O15296; purified 15hLO-2, xylenol orange hydroperoxide absorbance; Potency, µM (highest dose often 57.1 µM), for inactives: top-dose activity change, negative = inhibition, usual class: inhibitors; further: potency means the concentration at half of the fitted maximal effect; nearly all actives have a fitted effect of over 60% in size; many of its hits are not listed in these tables
#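 Purified human 15hLO-2 (50 nM final) preincubated with compounds 15 min at room temperature in 25 mM Hepes pH 7.5, 0.01% Triton X-100, then 45 uM arachidonic acid added for 90 min; hydroperoxide detected via ferrous/xylenol orange, 573/405 nm absorbance ratio.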
# PNC inhibitor = High Content Assay for Compounds that inhibit the Assembly of the Perinucleolar Compartment. PC3M PTB-GFP, PNC prevalence imaging, 16 h; hits give low values. activity change (PNC), negative = inhibition, % at 10 µM. 3.1% of 140,000 active;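 active means readout at or below -70, meaning at least 70% loss of cells showing the perinucleolar compartment, a nuclear body marking cancer cells; inconclusive means readout between -30 and a set limit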;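 further: plate controls were DMSO wells for no effect and camptothecin positive control wells for full effect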
#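 Compounds are pinned in duplicate onto adhered PC3M cells stably expressing GFP-tagged PTB and incubated 16 h at 37 C. Cells are then fixed, nuclei stained with Hoechst, and PNC-positive cells counted.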
# IMPase inh = qHTS Assay for Identifying the Cell-Membrane Permeable IMPase Inhibitors | Inositol monophosphatase 1 (Rattus norvegicus), P97697 | CHO-M1 cells, IP1 accumulation, HTRF TR-FRET ratio | inhibition (IP1 accumulation), % at 46.1 µM | 120,000 tested, under 10 active; active means well fitted curve in the direction sought with a large enough effect in the signal ratio, not every such curve was filed as active; inconclusive means small, poorly fitted or top-dose-only effect, or a change in a side signal; inactive means no such curve, though single readings can be large or run the other way; the % refers to the signal ratio;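 further: cells stimulated with carbachol in lithium chloride buffer; plate controls were DMSO basal wells for no effect and reference inhibitor wells for full effect; higher means more IMPase inhibition seen as more IP1 and lower FRET ratio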
# Target sequence (P97697 whole entry, looked up): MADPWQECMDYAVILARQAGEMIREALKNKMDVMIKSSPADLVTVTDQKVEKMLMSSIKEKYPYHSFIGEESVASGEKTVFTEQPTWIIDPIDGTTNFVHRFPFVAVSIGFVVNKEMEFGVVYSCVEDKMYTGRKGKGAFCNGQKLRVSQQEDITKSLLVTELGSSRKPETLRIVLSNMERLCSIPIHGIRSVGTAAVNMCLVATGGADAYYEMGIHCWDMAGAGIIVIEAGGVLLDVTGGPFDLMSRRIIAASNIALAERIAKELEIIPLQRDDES
#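 The IP-One HTRF competitive assay in carbachol-stimulated CHO-M1 cells quantifies cellular IP1. Compounds spanned up to 46 uM final, and activity is expressed as AC50 from concentration-response fits of the ratio and donor data.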
# 12-hLO inh = qHTS Assay for Inhibitors of 12-hLO (12-human lipoxygenase); Potency, µM (series often up to 57.1 µM), without a hit: at the top dose activity change, negative = inhibition, actives largely listed as inhibitors; 0.12% of 150,000 active; Polyunsaturated fatty acid lipoxygenase ALOX12 (Homo sapiens), P18054; AID 1452, 2008; purified 12-hLO, xylenol orange hydroperoxide absorbance; further: potency means the concentration at half of the fitted maximal effect; nearly all actives have a fitted effect of over 55% in size; many of its hits are not listed in these tables
# Target sequence (P18054 whole entry, looked up): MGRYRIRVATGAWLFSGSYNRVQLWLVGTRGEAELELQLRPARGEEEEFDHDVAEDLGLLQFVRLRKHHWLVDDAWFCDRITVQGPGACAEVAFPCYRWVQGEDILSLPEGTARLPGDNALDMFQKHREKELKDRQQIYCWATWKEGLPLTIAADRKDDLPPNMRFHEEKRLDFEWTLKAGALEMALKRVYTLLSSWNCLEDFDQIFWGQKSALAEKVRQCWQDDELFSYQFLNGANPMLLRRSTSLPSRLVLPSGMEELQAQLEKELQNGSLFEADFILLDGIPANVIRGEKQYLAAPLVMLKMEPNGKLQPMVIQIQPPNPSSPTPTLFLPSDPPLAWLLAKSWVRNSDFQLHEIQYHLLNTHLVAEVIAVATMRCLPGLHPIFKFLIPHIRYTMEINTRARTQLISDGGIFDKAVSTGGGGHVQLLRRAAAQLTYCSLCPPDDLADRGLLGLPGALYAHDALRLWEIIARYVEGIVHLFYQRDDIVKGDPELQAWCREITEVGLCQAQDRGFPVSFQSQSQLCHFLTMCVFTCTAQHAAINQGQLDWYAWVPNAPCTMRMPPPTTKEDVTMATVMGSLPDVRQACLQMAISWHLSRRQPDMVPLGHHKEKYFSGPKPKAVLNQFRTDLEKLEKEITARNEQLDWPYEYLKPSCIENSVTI
#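 Hydroperoxide output read as Fe(III)-xylenol orange absorbance, 573-to-405 nm ratio, after 30 min reaction with 40 uM arachidonic acid. Enzyme: 150 nM purified human 12hLO, 15 min compound preincubation; 25 mM Hepes pH 7.0, room temperature.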
# * hit, by the source's call; ? = inconclusive; . = no result given; & = joins results of further samples; [ ] = dose if it differs, or a comment. Unless noted, the call rests on the fitted dose curve; in most records, active means well fitted curve in the direction sought with a large enough effect; inconclusive means small, poorly fitted or top-dose-only effect, or another doubt; inactive means no such curve, though single readings can be large; an effect the other way counts as inactive or inconclusive. Unless noted, on the % scale 0 is the no-effect control and ±100 the full control effect. Not all compounds are listed (hit frequency here may not be typical).
Structure	15-hLO-2 inh	PNC inhibitor	IMPase inh	12-hLO inh
C/C=C/C=[N+](\[O-])C(C)/C(=N/O)c1ccc(F)cc1 (stereo not given)	-3.1%	-9.0	0.2	3.9%
Oc1ccccc1-c1cc(C(F)(F)C(F)F)nc(-c2ccccc2)n1	-1.2%	-27.6	1.3	-4.9%
CCCc1nnc(NC(=O)c2c(O)c3c([nH]c2=O)CCCC3)s1	3.6%	-113.7*	-1.8	0.3%
COc1ccc(NCc2nc3ccccc3n2CCOc2ccc(C)cc2)cc1	.	-113.4*	.	-4.0%
COc1cc2c(cc1OC)C(CC#N)=NC(C)(C)C2	-4.8%	25.3	4.4	-4.0%
CCOCCCn1c(=S)[nH]c2cc(C(=O)NCCOC)ccc2c1=O	-9.7%	?	1.9	-9.7%
Cc1cc(C)n2nc(C(=O)Nc3ccc4c(c3)OCO4)cc2n1	-5.2%	-16.4	-4.4	-7.4%
CCC[C@H](Sc1nc(N)nc2nc[nH]c12)C(=O)O	1.3%[11.4 µM]	.	.	-1.3%[11.4 µM]
C[N+]1(CC2COC3(CCCCC3)O2)CCCC1 (stereo not given)	.	?	.	0.1%
Cc1nc2ccc(F)cc2cc1C(=O)NC(C)C	-6.9%	?	3.9	2.4%
OCCN(Cc1ccccc1)Cc1ccccc1F	-8.5%	-2.1	-6.6	-3.1%
O=C(O)c1cn(-c2ccccc2)nc1-c1ccncc1	1.1%	25.1	6.1	2.6%
C(=N\NC1=Nc2cccc3cccc1c23)/c1ccccc1	.	?	.	-6.8%
Cc1cc(OCC(=O)N2CCCC2)ccc1Cl	-4.1%	?	-4.1	-3.7%
O=C(CSc1nnnn1-c1ccc2c(c1)OCCO2)OC1CCCCC1	-7.2%	-8.6	8.5	-4.7%

# Next part.
Structure	15-hLO-2 inh	PNC inhibitor	IMPase inh	12-hLO inh
O=C(CCCSc1ccccc1)Nc1nc(-c2ccco2)c(-c2ccco2)s1	.	-24.4	.	-15.3%
[S-]C(=Nc1ccc(Cl)cc1)N[n+]1ccccc1	.	-22.6	.	1.4%
O=C(N=C1c2ccccc2CN1c1ccc(F)cc1)c1ccc(Cl)nc1	.	-28.0	11.6	0.6%
O=C(CSc1nnc(-c2ccco2)n1Cc1ccccc1)NC(=O)NCc1ccco1	-11.3%	28.2	4.9	1.7%
COc1cccc(-c2cc(C(=O)O)no2)c1	-3.6%	-1.1	-6.3	-1.0%
COC(=O)C1C2C=CC3(CN(c4ccc(Cl)c(F)c4)C(=O)C13)O2 (stereo not given)	-3.1%	?	-3.4	4.1%
C=C1C(=O)[C@@]23[C@H](O)C[C@@H]4C(C)(C)CC[C@H](O)[C@]4(C)[C@@H]2C[C@H](O)[C@@H]1[C@H]3O	.	0.2	.	0.1%
CCOC(=O)Cn1c(=O)c2c(nc(Br)n2Cc2ccccc2Cl)n(C)c1=O	.	-16.8	23.3	-4.8%
Cc1cc2cc(CNC(=O)c3cccs3)ccc2[nH]1	-4.3%	-1.3	1.9	3.2%
Cc1snc(S(=O)(=O)Cc2c(Cl)cccc2Cl)c1C#N	-8.3%	-3.6	4.5	-5.5%
Cc1cc(N/N=C/c2cccc(Cl)c2)nc(NCc2ccccc2)n1	.	17.3	.	-5.0%
COc1cccc(C=NCC(C)N=Cc2cccc(OC)c2O)c1O (stereo not given)	.	?	.	0.5%
CCCc1nc(SCC(=O)Nc2ccccc2OC)c2c(=O)n(C)c(=O)n(C)c2n1	-5.2%	?	2.7	-1.9%
N#Cc1c(-c2ccccc2)cc(C2CC2)nc1SCC(=O)c1cccs1	-5.9%	23.4	8.1	4.7%
CCN(CC)c1ccc(NC(=O)c2ccc(Cl)nc2)cc1	-20.5%	?	8.6	-6.8%

# Two of these compounds, set out differently.
C/C=C/C=[N+](\[O-])C(C)/C(=N/O)c1ccc(F)cc1 (stereo not given)
  15-hLO-2 inh = -3.1%
  PNC inhibitor = -9.0
  IMPase inh = 0.2
  12-hLO inh = 3.9%

Cc1cc(OCC(=O)N2CCCC2)ccc1Cl
  15-hLO-2 inh = -4.1%
  PNC inhibitor = ?
  IMPase inh = -4.1
  12-hLO inh = -3.7%

# Additional structures.
Structure	15-hLO-2 inh	PNC inhibitor	IMPase inh	12-hLO inh
Cc1cc2nc(C3CCN(CC4COc5ccccc5O4)CC3)[nH]c2cc1C (stereo not given)	47.7%[activator][11.4 µM]	-82.3*	16.5[1.84 µM]	-26.3%
O=C(CSCc1ccccc1Cl)N1CCN(c2ccccn2)CC1	-7.7%	-0.9	-1.7	2.1%
CCOc1nc(-c2ccc(OC)cc2)ccc1-c1noc(-c2ccncc2)n1	-5.8%	24.5	-12.1	0.0%
CCOC(=O)C(C)Oc1cccc2c(=O)n(CC(=O)Nc3ccc4c(c3)OCCO4)ccc12 (stereo not given)	-17.6%	15.1	-4.8	-2.4%
CCOC(=O)CC1(c2ccccc2)CCOC(C)(C)C1 (stereo not given)	-3.8%	28.1	0.1	1.7%
Cc1nn(Cc2ccc(F)cc2)c(C)c1NC(=O)c1cnn2cccnc12	-5.8%	?	-3.7	4.1%
Cc1ccc(OCC(=O)N2CCOCC2)cc1C	.	-29.9	.	-2.9%
O=C(CN1C(=O)c2ccccc2C1=O)Nc1ccccc1C(=O)NC1CCCCCC1	.	-23.8	-3.7	2.0%
Cc1cccc(S(=O)(=O)NCCC(=O)OCC(=O)Nc2ccc(C#N)cc2)c1	.	16.5	.	-2.0%
CC(=NC1CCCC1)c1c(C)[nH]n(-c2nc3ccccc3s2)c1=O	8.7%	-0.4	4.6	1.8%
Cc1nc2[nH]onc2c2nccc(=O)c12	-0.9%	-5.6	4.6	-1.1%
CCOC(=O)CSc1nnc(-c2ccccc2OC)o1	-1.7%	-6.3	14.0	-2.2%
Cc1ccc(-c2nc3ccsc3c(=O)o2)cc1	-3.5%	14.1	-0.2	-3.4%
CCOC(=O)N1CCN(C(=O)c2ccccc2-c2ccccc2)CC1	.	10.9	-1.7	-3.9%
Cc1c(C(=O)N2CCc3ccccc32)oc2ccccc12	.	-17.6	.	4.7%

# (further entries)
Structure	15-hLO-2 inh	PNC inhibitor	IMPase inh	12-hLO inh
Cc1ccc2nsnc2c1S(=O)(=O)NCc1ccc2c(c1)OCO2	.	68.5	3.3	-3.1%
Cn1c(N)c(C(=O)COC(=O)c2cc(C3CC3)nc3ccccc23)c(=O)n(C)c1=O	0.0%	51.2	.	1.0%&-0.5%
COc1ccc(OC(C)C(=O)Nc2cccc(OC)c2)cc1 (stereo not given)	6.2%	-15.3	21.2	4.7%
CC(C)n1c(N2CCN(C(=O)NCc3ccccc3)CC2)nc2ccccc21	5.2%	-23.3	10.4	1.0%
COCCN1CCc2c(C)nc3c(-c4ccc(OC)c(OC)c4)cnn3c21	8.9%	?	17.5	-3.8%
Cc1cccc(C(=O)O/N=C/c2c(N3CCOCC3)n(C)c3ccccc23)c1	-11.7%	?	11.2	-0.6%
CCCCN(C(=O)CCC(=O)Nc1cc(C)on1)C(C(=O)NC(C)(C)C)c1cccc(OC)c1OC (stereo not given)	.	-0.9	-3.8	-4.3%
O=C(CSc1nc2ccccc2c(=O)n1-c1ccc(F)cc1F)Nc1ccc2c(c1)CCC2	.	-29.3	.	-1.2%
COc1ccc(-c2cn(-c3ccc(OC)cc3)c(=S)[nH]2)cc1	.	?	0.5	?
CC(C)(C)C(=O)Cn1c(NCCO)nc2ccccc21	.	?	1.0	-0.8%
O=C(OCc1nc2ccccc2[n+]([O-])c1C(=O)c1ccccc1)c1cccs1	.	6.1	.	-1.9%
Oc1ccc(/C=N/NC2=NCCCCC2)c(O)c1	18.5%	43.8	12.8	-4.3%
CN(C)/C=N/c1sccc1C(N)=O	5.5%	?	-1.6	-1.2%
COc1ccc(-c2nn(C)c(=O)c3ccccc23)cc1CNS(C)(=O)=O	4.0%	-8.8	5.5	6.4%
CCN(Cc1ccccc1)c1ccccc1	-14.5%	.	.	2.6%

# Other structures follow:
Structure	15-hLO-2 inh	PNC inhibitor	IMPase inh	12-hLO inh
Cc1ccc(S(=O)(=O)N2CCC(=O)N(CCO)CC2)cc1	.	?	.	-2.6%
CNC(=O)COC(=O)c1cc(F)c(F)cc1Cl	-0.6%	-4.0	2.0	-2.6%
COCCN(C(=S)Nc1c(C)cccc1C)C(C)c1cccnc1 (stereo not given)	.	?	.	0.3%
N#CCSc1nnc(-c2cnccn2)n1Cc1ccccc1	.	-16.6	5.9	-2.6%
Cc1ccc(C(CC(=O)c2ccco2)SCCO)cc1 (stereo not given)	-12.2%	6.8	-5.6	3.6%
COc1ccc(C2NC(=S)NC(C)=C2C(=O)Nc2ccccn2)cc1OC (stereo not given)	.	?	.	-3.4%
COC(=O)c1cc(COc2ccc3oc(C)c(C(=O)OC(C)C)c3c2)c(C)o1	3.8%	-15.0	5.5	-8.3%
Cc1ccc(S(=O)(=O)NCCOC(=O)Nc2sc(=S)n(C)c2C)cc1	?	-6.4	0.1	-6.1%
CCC(CC)C(=O)Nc1cc(C)c2c(=O)oc3ccccc3c2n1	21.0%	-23.4	4.4	-3.9%
Cc1ccc(S(=O)(=O)N(C)Cc2ccc(C(=O)NN=C3C4CC5CC(C4)CC3C5)cc2)cc1	.	11.7	-3.9	-2.3%
CC1CC(C)CN(CC(=O)N2CCCc3c2c(=O)oc2ccc(OCc4ccccc4)cc32)C1 (stereo not given)	37.7%[activator]	1.7	6.5	-5.7%
Cc1ccc(-c2nnc(NCc3nc4ccccc4[nH]3)c3ccccc23)cc1S(=O)(=O)N(C)C	.	?	0.3	11.6%
COC(=O)c1cnc2c(c1C(=O)OC)c(=O)n(C)c(=O)n2C	.	-7.3	.	-2.8%
O=c1c2ccccc2nnn1CSc1ccc2c(c1)OCCO2	9.7%	-16.6	1.0	2.0%
Cc1nc(SCc2cccc(F)c2)[nH]c(=O)c1C#N	-4.4%	3.6	0.5	-4.7%
Cc1cccc(OCC(O)Cn2c(NCCCOC(C)C)nc3c2c(=O)[nH]c(=O)n3C)c1 (stereo not given)	-14.6%	-24.2	8.5	3.2%

# Ordered by number of heavy atoms (ascending): some entries from above.
Structure	15-hLO-2 inh	PNC inhibitor	IMPase inh	12-hLO inh
CNC(=O)COC(=O)c1cc(F)c(F)cc1Cl	-0.6%	-4.0	2.0	-2.6%
Cc1nc(SCc2cccc(F)c2)[nH]c(=O)c1C#N	-4.4%	3.6	0.5	-4.7%
Cc1ccc(C(CC(=O)c2ccco2)SCCO)cc1 (stereo not given)	-12.2%	6.8	-5.6	3.6%
Cc1ccc(S(=O)(=O)N2CCC(=O)N(CCO)CC2)cc1	.	?	.	-2.6%
N#CCSc1nnc(-c2cnccn2)n1Cc1ccccc1	.	-16.6	5.9	-2.6%
O=c1c2ccccc2nnn1CSc1ccc2c(c1)OCCO2	9.7%	-16.6	1.0	2.0%
CCC(CC)C(=O)Nc1cc(C)c2c(=O)oc3ccccc3c2n1	21.0%	-23.4	4.4	-3.9%
Cc1ccc(S(=O)(=O)NCCOC(=O)Nc2sc(=S)n(C)c2C)cc1	?	-6.4	0.1	-6.1%
COc1ccc(C2NC(=S)NC(C)=C2C(=O)Nc2ccccn2)cc1OC (stereo not given)	.	?	.	-3.4%
COC(=O)c1cc(COc2ccc3oc(C)c(C(=O)OC(C)C)c3c2)c(C)o1	3.8%	-15.0	5.5	-8.3%
Cc1ccc(S(=O)(=O)N(C)Cc2ccc(C(=O)NN=C3C4CC5CC(C4)CC3C5)cc2)cc1	.	11.7	-3.9	-2.3%
CC1CC(C)CN(CC(=O)N2CCCc3c2c(=O)oc2ccc(OCc4ccccc4)cc32)C1 (stereo not given)	37.7%[activator]	1.7	6.5	-5.7%
